High-throughput results: PubChem, National Center for Advancing Translational Sciences (NCATS)
HBB splice mod = alters splicing of the hemoglobin beta chain; AID 925; HBB splicing reporter cell assay, activation; EGFP reporter with mutant IVS2-654 intron; response scale: normalised to 500 nM splice-correcting PNA; Potency, µM (series often up to 46.1 µM), inactives show at the top dose activation, most hits filed as activators; actives 0.06% (n = 65,000); further: potency means the concentration at half of the fitted maximal effect; 0% is about no effect
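HeLa cells stably expressing EGFP interrupted by mutant beta-globin intron 2 (IVS2-654), 500/well in 2% FCS. Treated with compound for 2 days at 37C. Splicing correction scored as total well GFP intensity (488 nm excitation, 500-520 nm emission); 500 nM antisense PNA served as control.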
CRE-bla Fsk = alters forskolin-stimulated CRE reporter signaling in CHO cells; CHO CRE-bla reporter (cAMP response element driving beta-lactamase), forskolin EC10, beta-lactamase ratio; actives 2.5% (n = 71,000); Potency, µM (doses to about 38.2 µM), without a hit: at the top dose activity change, negative = inhibition, hits mostly activators; active means well fitted activation curve with a large enough effect in the signal ratio, with a control signal flat, not every such curve was filed as active; inconclusive means small, poorly fitted or top-dose-only effect, or effect the other way, or a change in a side signal; the % refers to the signal ratio; further: potency means the concentration at half of the fitted maximal effect; % of control where 0% means no effect
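Cells were plated overnight at 37 °C, exposed to compound titrations plus EC10 NKH 477 for 3 h, then given CCF4 dye for 2 h at room temperature. Blue/green (460/530 nm) ratio was converted to %Activity and AC50 values calculated.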
DNA Pol III inh = inhibitors of bacterial DNA polymerase III holoenzyme. reconstituted DNA polymerase III holoenzyme replication, biochemical. Potency, µM (doses to about 57.1 µM), without a hit: at the top dose activity change, negative = inhibition. actives 0.25% (n = 71,000). AID 603; further: potency means the concentration at half of the fitted maximal effect; on the % scale 0 is the no-effect control and ±100 the full control effect
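Reconstituted *E. coli* holoenzyme (0.35 nM Pol III, 1 nM beta, 154 nM SSB, 2 nM primase) was preincubated with compound for 15 min at RT. Synthesis on 1.4 nM ssM13Gori ran 35 min, then was stopped with PicoGreen/EDTA and read as dsDNA fluorescence.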
GFP derepression = epigenetic modulators derepressing GFP locus in mouse cells; mouse C127i GFP locus derepression, cytometry, 30 h; Potency, µM (highest dose often 46.1 µM), for inactives: at the highest dose GFP derepression (activation); actives 0.09% (n = 68,000); further: % of control where 0% means no effect
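Read-out is the number of GFP-positive cells, scored as fluorescent objects 20 to 120 um wide, reflecting derepression of a silenced CMV-GFP reporter in murine C127i cells after 30 h compound exposure at 37 C.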
4-MU autofl = compounds fluorescent in 4-MU spectral region; compound autofluorescence, 340/450 nm, 4-MU equivalents; hits give high values; max dye-equivalent concentration, M; actives 11% (n = 59,000); AID 589; in the data active means max dye-equivalent concentration above about 10 nM; inconclusive means mostly about 1.1 nM to 9.6 nM
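Compounds in 100 mM Tris, pH 8.0, incubated 15 min at room temperature, then fluorescence read at 340 nm excitation/450 nm emission. Signal converted to 4-MU dye-equivalent concentration using an on-plate six-point 4-MU standard curve.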
BRCT inh red = inhibitors of human BRCA1 BRCT-phosphoprotein interaction (red fluorophore); P38398; BRCT-phosphopeptide binding, red fluorescence polarization; Potency, µM (top dose mostly 76.9 µM), without a hit: top-dose activity change, negative = inhibition, actives largely listed as inhibitors; actives 0.03% (n = 75,000); AID 892; further: on the % scale 0 is the no-effect control and ±100 the full control effect
Target sequence (P38398 whole entry, looked up): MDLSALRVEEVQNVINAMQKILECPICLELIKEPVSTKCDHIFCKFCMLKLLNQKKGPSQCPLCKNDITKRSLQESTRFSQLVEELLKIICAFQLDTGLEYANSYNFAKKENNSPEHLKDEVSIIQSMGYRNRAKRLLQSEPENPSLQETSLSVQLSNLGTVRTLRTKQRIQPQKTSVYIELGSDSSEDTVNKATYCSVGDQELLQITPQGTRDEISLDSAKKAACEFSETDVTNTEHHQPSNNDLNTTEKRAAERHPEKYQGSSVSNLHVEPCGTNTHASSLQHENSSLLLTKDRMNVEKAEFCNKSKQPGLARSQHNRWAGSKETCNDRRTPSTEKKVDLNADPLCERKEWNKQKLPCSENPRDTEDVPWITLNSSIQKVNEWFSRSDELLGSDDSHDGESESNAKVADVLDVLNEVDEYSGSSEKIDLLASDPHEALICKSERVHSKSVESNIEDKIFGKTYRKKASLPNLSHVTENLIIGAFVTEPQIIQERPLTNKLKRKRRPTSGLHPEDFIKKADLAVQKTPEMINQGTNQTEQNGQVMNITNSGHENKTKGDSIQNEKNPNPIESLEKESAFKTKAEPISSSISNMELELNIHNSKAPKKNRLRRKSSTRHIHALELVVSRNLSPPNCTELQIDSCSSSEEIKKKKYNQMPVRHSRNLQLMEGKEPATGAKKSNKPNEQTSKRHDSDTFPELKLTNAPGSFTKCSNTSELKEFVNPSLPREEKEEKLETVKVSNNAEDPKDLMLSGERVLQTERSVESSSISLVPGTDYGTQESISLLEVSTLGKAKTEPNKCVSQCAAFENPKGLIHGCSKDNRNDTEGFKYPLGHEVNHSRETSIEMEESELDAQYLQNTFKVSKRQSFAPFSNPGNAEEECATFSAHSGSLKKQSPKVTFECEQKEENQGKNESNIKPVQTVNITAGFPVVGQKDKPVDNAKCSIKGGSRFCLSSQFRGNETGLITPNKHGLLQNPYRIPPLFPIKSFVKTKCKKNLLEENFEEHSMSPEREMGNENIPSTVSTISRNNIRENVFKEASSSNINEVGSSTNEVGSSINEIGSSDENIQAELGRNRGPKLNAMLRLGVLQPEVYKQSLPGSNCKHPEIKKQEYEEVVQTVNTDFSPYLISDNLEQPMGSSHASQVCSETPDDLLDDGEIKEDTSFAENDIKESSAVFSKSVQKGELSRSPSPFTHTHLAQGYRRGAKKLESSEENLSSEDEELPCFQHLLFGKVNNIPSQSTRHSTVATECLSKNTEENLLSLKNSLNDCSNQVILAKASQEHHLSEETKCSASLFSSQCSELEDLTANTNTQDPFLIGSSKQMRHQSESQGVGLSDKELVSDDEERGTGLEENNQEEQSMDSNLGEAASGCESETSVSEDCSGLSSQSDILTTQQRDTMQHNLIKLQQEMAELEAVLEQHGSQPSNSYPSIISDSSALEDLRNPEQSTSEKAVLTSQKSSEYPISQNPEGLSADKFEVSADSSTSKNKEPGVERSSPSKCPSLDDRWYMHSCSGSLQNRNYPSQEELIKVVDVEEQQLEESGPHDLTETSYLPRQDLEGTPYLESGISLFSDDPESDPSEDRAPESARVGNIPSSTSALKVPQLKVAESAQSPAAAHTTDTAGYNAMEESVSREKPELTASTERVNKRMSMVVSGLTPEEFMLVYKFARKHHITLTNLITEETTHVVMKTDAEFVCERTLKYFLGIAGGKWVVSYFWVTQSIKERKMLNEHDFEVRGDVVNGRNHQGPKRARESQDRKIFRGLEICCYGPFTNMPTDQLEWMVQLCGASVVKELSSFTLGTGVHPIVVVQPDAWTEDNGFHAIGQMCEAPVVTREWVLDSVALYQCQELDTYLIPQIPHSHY
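Fluorescence polarization: 100 nM His-tagged BRCA1 BRCT with 100 nM TAMRA-labelled phospho-BACH1 decapeptide, phosphate buffer pH 7.3 with 150 mM NaCl, DTT, 0.01% Tween 20; 12 min RT. Binding inhibition seen as FP decrease.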
BRCT PPI green = blocks human BRCA1 BRCT binding to phosphopeptide, green readout. P38398. BRCA1 BRCT-phosphopeptide binding, green fluorescence polarization. Potency, µM (titrated, usually from 76.9 µM), for the others: at the top dose activity change, negative = inhibition, most hits filed as inhibitors. actives 0.05% (n = 75,000);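 further: potency means the concentration at half of the fitted maximal effect; plate controls were peptide without protein for full effect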
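Compounds were incubated for 12 min at room temperature with a complex of 100 nM fluorescein-tagged pBACH1 decapeptide and 250 nM His-tagged BRCT protein. Buffer was phosphate pH 7.3 with EDTA, DTT and Tween 20. Disruption of binding lowers the polarization signal.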
A350 autofl = A350 region autofluorescence | Compound autofluorescence, 340/450 nm, Alexa 350 dye-equivalents; hits give high values | max dye-equivalent concentration, M | actives 11% (n = 59,000) | AID 590; in the data active means max dye-equivalent concentration above about 10 nM; inconclusive means mostly about 1.1 nM to 9.6 nM
Ub-GFP proteasome = inhibits proteasome, raising ubiquitin-GFP reporter fluorescence | 67,000 tested, under 10 active | Potency, µM (highest dose often 45.9 µM), without a hit: at the highest dose activation (GFP accumulation), usual class: activators | AID 526 | Ubiquitin-GFP reporter cells, proteasome inhibition, GFP fluorescence; response scale: untreated = 0%, 10 µM MG-132 = 100%; active means well fitted activation curve with a large enough effect, not every such curve was filed as active; inconclusive means small, poorly fitted or top-dose-only effect, or another doubt; inactive means no such curve, though single readings can be large or run the other way; further: potency means the concentration at half of the fitted maximal effect
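U2OS cells expressing ubiquitin(G76V)-GFP, seeded overnight in 0.5% FBS medium, then treated 4 hr at 37 C across 46 uM to 2.9 nM. GFP-positive cells counted by laser cytometry (488 ex/515 em); %activity scaled between basal and 10 uM MG-132.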
Hsp90 Hop PPI = changes Hsp90-Hop TPR2A binding signal, up or down. AlphaScreen TPR2A-His6 binding biotin-Hsp90 C-terminal peptide. actives 0.44% (n = 71,000). Potency, µM (highest dose often 57 µM), inactives show top-dose activity change, negative = inhibition. AID 595; active means well fitted curve in either direction with a large enough effect; inconclusive means small, poorly fitted or top-dose-only effect, or another doubt; further: potency means the concentration at half of the fitted maximal effect; on the % scale 0 is the no-effect control and ±100 the full control effect; many of its hits are not listed in these tables
15-hLO inh = inhibitors of human 15-lipoxygenase (ALOX15); P16050; purified 15hLO-1, xylenol orange hydroperoxide absorbance; Potency, µM (series often up to 57.1 µM), for the others: at the top dose activity change, negative = inhibition, most hits filed as inhibitors; actives 1.4% (n = 74,000); further: potency means the concentration at half of the fitted maximal effect; on the % scale 0 is the no-effect control and ±100 the full control effect; nearly all actives have a fitted effect of over 55% in size
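Purified human 15hLO-1 (40 nM final) in 25 mM Hepes pH 7.5, 0.01% Triton X-100 was preincubated with compound 15 min at room temperature, then reacted 6 min with 50 uM arachidonic acid; hydroperoxide detected by Fe-XO, 573/405 nm absorbance ratio.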
Starred values were filed as active, the others as inactive; [ ] = dose if it differs, or a comment. Unless noted, the call rests on the fitted dose curve; in most records, active means well fitted curve in the direction sought with a large enough effect; inconclusive means small, poorly fitted or top-dose-only effect, or another doubt; inactive means no such curve, though single readings can be large; an effect the other way counts as inactive or inconclusive.

For CC1Cc2ccccc2N1S(=O)(=O)c1cccc2nsnc12 (configuration not stated) the results were HBB splice mod 2.2%, CRE-bla Fsk inconclusive, DNA Pol III inh 2%, GFP derepression 3%, 4-MU autofl inactive, BRCT inh red 0.0%, BRCT PPI green -8.9%, A350 autofl inactive, Ub-GFP proteasome -10%, Hsp90 Hop PPI -24% and 15-hLO inh -11%.
`COc1cc(NC(=O)c2ccco2)c(OC)cc1NC(=O)Nc1ccc(Cl)cc1` gave HBB splice mod 6.9%, CRE-bla Fsk 11%, DNA Pol III inh -2%, GFP derepression 3%, 4-MU autofl inconclusive, BRCT inh red -0.2%, BRCT PPI green -0.7%, A350 autofl inconclusive, Ub-GFP proteasome 0%, Hsp90 Hop PPI -5% and 15-hLO inh -14%.
Screening Cc1ccc(S(=O)(=O)NCCCOC(=O)Nc2ccncc2)cc1 returned HBB splice mod -1.0%, CRE-bla Fsk 6%, DNA Pol III inh -7%, GFP derepression 4%, 4-MU autofl inactive, BRCT inh red -2.0%, BRCT PPI green -1.6%, A350 autofl inactive, Ub-GFP proteasome 1%, Hsp90 Hop PPI -4% and 15-hLO inh 29%.
`CC(O)CN(Cc1cccc(Cl)c1)CC(C)O` (configuration not stated) gave HBB splice mod 0.5%, CRE-bla Fsk -4%, DNA Pol III inh -2%, GFP derepression 0%, 4-MU autofl inactive, BRCT inh red 1.0%, BRCT PPI green -2.0%, A350 autofl inactive, Ub-GFP proteasome -4%, Hsp90 Hop PPI -4% and 15-hLO inh -1%.
`Clc1nnc2ccc(-c3ccccc3)nn12` gave HBB splice mod -3.2%[0.0738 µM], CRE-bla Fsk inconclusive, DNA Pol III inh -12%[11.4 µM], GFP derepression 2%, BRCT inh red -1.6%, BRCT PPI green -2.1%, Ub-GFP proteasome -9%[9.17 µM], Hsp90 Hop PPI -5%[11 µM] and 15-hLO inh -1%[11.4 µM].
`CCCCN(C)Cc1c(O)ccc2c(-c3ccccc3)cc(=O)oc12` gave HBB splice mod 6.4%, CRE-bla Fsk 1%, DNA Pol III inh -3%, GFP derepression 2%, BRCT inh red 1.0%, BRCT PPI green -0.4%, Ub-GFP proteasome 0%, Hsp90 Hop PPI 7% and 15-hLO inh -6%.
`CN1CCCN=C1/C=C\c1cccs1` gave HBB splice mod 2.3%[20.6 µM], CRE-bla Fsk -4%[17.1 µM], DNA Pol III inh 4%[25.6 µM], GFP derepression 0%[20.6 µM], 4-MU autofl inactive, BRCT inh red 0.4%[34.4 µM], BRCT PPI green -3.8%[34.4 µM], A350 autofl inactive, Ub-GFP proteasome 1%[20.5 µM], Hsp90 Hop PPI -3%[26 µM] and 15-hLO inh 16%[25.6 µM].
Screening CN(C)CCOc1nc(-c2ccccc2)nc2c1oc1ccccc12 returned HBB splice mod 2.9%, CRE-bla Fsk inconclusive, DNA Pol III inh 25µM*, GFP derepression 0%, 4-MU autofl inactive, BRCT inh red -0.2%, BRCT PPI green 2.8%, A350 autofl inactive, Ub-GFP proteasome -5%, Hsp90 Hop PPI -8% and 15-hLO inh 14%.
Screening O=C1CN(C(=O)COC(=O)C23CC4CC(CC(O)(C4)C2)C3)c2ccccc2N1 returned HBB splice mod -0.7%[57.5 µM], CRE-bla Fsk -4%, DNA Pol III inh 6%, GFP derepression 2%, 4-MU autofl inactive, BRCT inh red 0.8%, BRCT PPI green -2.6%, A350 autofl inactive, Ub-GFP proteasome -1%, Hsp90 Hop PPI 1% and 15-hLO inh -1%.
For CC(CCC(=O)O)(c1ccc(O)cc1)c1ccc(O)cc1 the results were HBB splice mod 1.8%[9.22 µM], CRE-bla Fsk -2%[7.6 µM], DNA Pol III inh -7%[11.4 µM], GFP derepression 0%[9.22 µM], 4-MU autofl inactive, BRCT inh red -0.9%[15.4 µM], BRCT PPI green -2.5%, A350 autofl inactive, Ub-GFP proteasome 7%[9.17 µM], Hsp90 Hop PPI inconclusive and 15-hLO inh 3%.
`S=c1[nH]c2ncccc2o1` gave HBB splice mod 3.9%[0.369 µM], CRE-bla Fsk inconclusive, DNA Pol III inh -6%, GFP derepression 0%, 4-MU autofl inconclusive, BRCT inh red 0.7%, BRCT PPI green -1.9%, A350 autofl inconclusive, Ub-GFP proteasome -1%, Hsp90 Hop PPI 3% and 15-hLO inh -1%.
Screening O=CNc1ccccc1 returned HBB splice mod 1.7%, CRE-bla Fsk -7%, DNA Pol III inh -1%, BRCT inh red 1.6%, BRCT PPI green -0.2%, Hsp90 Hop PPI -2% and 15-hLO inh 6%.
CCOc1ccc(C(=O)Nc2ccc(NC(=O)c3ccco3)c(Cl)c2)cc1Br was read as HBB splice mod -0.3%, CRE-bla Fsk inconclusive, DNA Pol III inh -1%, GFP derepression -1%, 4-MU autofl inconclusive, BRCT inh red 0.3%, BRCT PPI green -0.1%, A350 autofl 1e-08M*, Ub-GFP proteasome -5%, Hsp90 Hop PPI -6% and 15-hLO inh -9%.
CC1CN(C(=O)c2cn3ccccc3n2)CC(C)O1 (configuration not stated) was read as HBB splice mod -0.1%[57.5 µM], CRE-bla Fsk -3%, DNA Pol III inh -2%, GFP derepression -3%, 4-MU autofl inactive, BRCT inh red -1.3%, BRCT PPI green 0.8%, A350 autofl inactive, Ub-GFP proteasome -6%, Hsp90 Hop PPI -3% and 15-hLO inh 10%.
CCCCNC(=O)c1nnn(-c2ccccc2)c1N was read as HBB splice mod -1.7%, CRE-bla Fsk -8%, DNA Pol III inh -3%, GFP derepression -3%, 4-MU autofl inactive, BRCT inh red -0.9%, BRCT PPI green 0.2%, A350 autofl inactive, Ub-GFP proteasome 4%, Hsp90 Hop PPI 0% and 15-hLO inh 4%.
O=C(NCCCN1CCCCCC1)[C@@H](c1ccccc1)C1CCCCC1 was read as CRE-bla Fsk inconclusive, DNA Pol III inh -3%, GFP derepression -1%, BRCT inh red -3.1%, BRCT PPI green -1.2%, Ub-GFP proteasome 0%, Hsp90 Hop PPI -3% and 15-hLO inh -5%[25.6 µM].
CCn1c(=N)n(CC(O)c2ccco2)c2ccccc21 (configuration not stated) was read as CRE-bla Fsk 0%, DNA Pol III inh -5%, GFP derepression -1%, 4-MU autofl inactive, BRCT inh red -1.0%, BRCT PPI green 1.8%, A350 autofl inactive, Ub-GFP proteasome -4%, Hsp90 Hop PPI 1% and 15-hLO inh -2%.
Cc1ccc2ncnc(NCCCN3CCOCC3)c2c1 was read as HBB splice mod -0.8%, CRE-bla Fsk -7%, DNA Pol III inh -8%, GFP derepression 4%, 4-MU autofl inconclusive, BRCT inh red -0.2%, BRCT PPI green -0.7%, A350 autofl inconclusive, Ub-GFP proteasome -5%, Hsp90 Hop PPI -5% and 15-hLO inh 24%.
O=C(NCc1cccs1)C1CCCN(S(=O)(=O)c2ccc(Br)s2)C1 (configuration not stated) was read as HBB splice mod -0.9%, CRE-bla Fsk -13%, DNA Pol III inh 0%, GFP derepression -2%, 4-MU autofl inactive, BRCT inh red -4.6%, BRCT PPI green -2.6%, A350 autofl inactive, Ub-GFP proteasome -3%, Hsp90 Hop PPI -1% and 15-hLO inh 0%.
For Cc1ccc(S(=O)(=O)NC(=NCC(=O)O)c2ccccc2)cc1 the results were HBB splice mod -1.4%, CRE-bla Fsk -1%, DNA Pol III inh -2%, GFP derepression -3%, BRCT inh red 0.9%, BRCT PPI green -2.4%, Ub-GFP proteasome 1%, Hsp90 Hop PPI -1% and 15-hLO inh 6%.
CC(C)N1C(=O)CCC1C(=O)NCCc1ccc(Cl)cc1 (configuration not stated) was read as HBB splice mod 0.5%, CRE-bla Fsk -4%, DNA Pol III inh -4%, GFP derepression -6%, BRCT inh red -1.8%, BRCT PPI green -3.1%, Ub-GFP proteasome 0%, Hsp90 Hop PPI -3% and 15-hLO inh 5%.
O=c1c(O)c(-c2cccs2)oc2ccccc12 was read as HBB splice mod 13%, CRE-bla Fsk -11%, DNA Pol III inh 0%, GFP derepression 0%, 4-MU autofl 6.2e-08M*, BRCT inh red -0.1%, BRCT PPI green -0.5%, A350 autofl 6.4e-08M*, Ub-GFP proteasome -2%, Hsp90 Hop PPI -6% and 15-hLO inh -24%.
`CCOC(=O)c1c(CN2CCN(C)CC2)oc2ccc(O)cc12` gave HBB splice mod 1.5%, CRE-bla Fsk -11%, DNA Pol III inh -8%, GFP derepression -1%, 4-MU autofl inactive, BRCT inh red -0.5%, BRCT PPI green -0.5%, A350 autofl inconclusive, Ub-GFP proteasome 0%, Hsp90 Hop PPI -2% and 15-hLO inh -2%.
